Pol iota inh: qHTS for Inhibitors of Polymerase Iota | Pol iota fluorescent replication assay, 10 min | 1% of 390,000 active | Potency, µM (top dose mostly 115 µM), without a hit: at the top dose activity, negative = inhibition, hits mostly inhibitors | DNA polymerase iota (Homo sapiens), Q9UNA4 | AID 588590, 2011
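Fluorescent replication assay read twice, at 0 min and 10 min after adding 50 nM (final) substrate. Enzyme (10 nM) and compounds were first incubated 15 min at room temperature; enzyme-free buffer wells were negative controls.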
G9a block: qHTS Assay for Inhibitors of Histone Lysine Methyltransferase G9a | G9a H3K9 monomethylation, AlphaScreen, 2 h | Potency, µM (top dose mostly 102 µM), for the others: at the highest dose activity, negative = inhibition, hits mostly inhibitors | 8.8% of 350,000 active | AID 504332, 2011; also: % is scaled to controls: 0 for no effect and ±100 for the full control effect; nearly all actives have a fitted effect of over 75% in size
Target sequence (Q96KQ7 913-1193 limits assumed): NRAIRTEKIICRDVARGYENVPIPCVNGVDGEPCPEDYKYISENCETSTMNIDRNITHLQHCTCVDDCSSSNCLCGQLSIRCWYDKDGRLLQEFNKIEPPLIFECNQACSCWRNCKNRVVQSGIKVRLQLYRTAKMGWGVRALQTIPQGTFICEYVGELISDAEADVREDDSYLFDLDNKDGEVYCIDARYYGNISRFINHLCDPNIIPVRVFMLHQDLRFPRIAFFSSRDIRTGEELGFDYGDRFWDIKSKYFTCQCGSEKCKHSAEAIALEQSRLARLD
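G9a (20 nM) preincubated 15 min RT with compounds, then 500 nM biotinylated H3K9 peptide and 20 uM SAM added; 2 h RT reaction. Monomethyl-H3K9 product detected by AlphaScreen with anti-H3K9me1 antibody, streptavidin donor and anti-rabbit IgG acceptor beads.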
POLK inh: qHTS for Inhibitors of Polymerase Kappa; purified Pol kappa, fluorescent DNA synthesis assay, 10 min; Potency, µM (top dose mostly 107 µM), for the others: at the highest dose activity, negative = inhibition, most hits filed as inhibitors; 0.53% of 400,000 active; AID 588579, 2011; also: % is scaled to controls: 0 for no effect and ±100 for the full control effect
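First, compounds were pin-transferred onto 10 nM Pol kappa. After 15 min at room temperature, substrate was added to 50 nM final. Fluorescence was then measured kinetically at 0 and 10 min.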
Apoferritin bind: qHTS Assay for Identification of Novel General Anesthetics; AID 485281, 2010; apoferritin/1-aminoanthracene competitive binding, fluorescence; Potency, µM (titrated, usually from 77.5 µM), inactives show at the top dose activity change, negative = displacement, most hits filed as inhibitors; Ferritin light chain (Equus caballus), P02791; 0.074% of 350,000 active; also: % is scaled to controls: 0 for no effect and ±100 for the full control effect; nearly all actives have a fitted effect of over 20% in size
Target sequence (P02791 2-175 limits assumed): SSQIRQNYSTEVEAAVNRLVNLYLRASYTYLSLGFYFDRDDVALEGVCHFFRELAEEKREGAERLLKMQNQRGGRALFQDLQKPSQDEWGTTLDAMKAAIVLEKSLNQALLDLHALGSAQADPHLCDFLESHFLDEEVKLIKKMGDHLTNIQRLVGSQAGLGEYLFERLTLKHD
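10 uM apoferritin + 50% sat. 1-AMA, PBS; cpd 10 min RT; Ex380/Em535 endpoint; normalized to free probe vs complex; 4-param Hill fit; propofol titration as pos. ctrl.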
BAZ2B block: qHTS Assay for Inhibitors of BAZ2B. Potency, µM (doses to about 114 µM), for inactives: at the highest dose activity change, negative = inhibition, usual class: inhibitors. AlphaScreen BAZ2B-H3K14Ac peptide displacement. 4.4% of 360,000 active. Bromodomain adjacent to zinc finger domain protein 2B (Homo sapiens), Q9UIF8; also: % is scaled to controls: 0 for no effect and ±100 for the full control effect; nearly all actives have a fitted effect of over 60% in size
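Complex of BAZ2B and biotin-H3K14Ac (50 nM apiece) forms over 30 min at RT, then faces library compounds up to 110 uM for another 30 min; AlphaScreen beads added, 20 min dark incubation, luminescence read.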
BLM inh: qHTS Assay for Inhibitors of Bloom's syndrome helicase (BLM). Potency, µM (titrated, usually from 56.1 µM), for the others: at the top dose activity change, negative = inhibition, actives largely listed as inhibitors. 0.2% of 350,000 active. recombinant BLM DNA unwinding, fluorescence dequenching. RecQ-like DNA helicase BLM (Homo sapiens), P54132. AID 2528, 2010;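 also: plate controls were vehicle for no effect and no enzyme for full effect; nearly all actives have a fitted effect of over 35% in size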
POLH inh: qHTS for Inhibitors of Polymerase Eta; Potency, µM (top dose mostly 114 µM), inactives show at the highest dose activity change, negative = inhibition, hits mostly inhibitors; recombinant Pol eta, fluorescent DNA replication assay; 1.2% of 390,000 active; also: % is scaled to controls: 0 for no effect and ±100 for the full control effect
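Fluorescent replication assay: 50 nM final substrate added after a 15 min room-temperature compound preincubation with 10 nM enzyme. Signal taken at 0 min and again at 10 min.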
Pol beta inh: qHTS Assay for Inhibitors of DNA Polymerase Beta | P06746 | Pol beta primer extension/strand displacement, fluorescence kinetic | Potency, µM (doses to about 114 µM), without a hit: at the highest dose activity change, negative = inhibition, usual class: inhibitors | 1.3% of 340,000 active | AID 485314, 2010; also: % is scaled to controls: 0 for no effect and ±100 for the full control effect
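Values derive from four-parameter Hill fits of normalized kinetic data: reads at 0 and 10 min following addition of 50 nM substrate to 10 nM Pol beta preincubated 15 min with compound.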
APE1 inh: qHTS Assay for Inhibitors of the Human Apurinic/apyrimidinic Endonuclease 1 (APE1). recombinant APE1, TAMRA/BHQ-2 abasic DNA cleavage fluorescence. Potency, µM (top dose mostly 65.8 µM), without a hit: at the highest dose activity change, negative = inhibition, most hits filed as inhibitors. 0.35% of 350,000 active;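 also: plate controls were vehicle for no effect and reference inhibitor for full effect; nearly all actives have a fitted effect of over 55% in size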
Target sequence (P27695 whole entry, looked up): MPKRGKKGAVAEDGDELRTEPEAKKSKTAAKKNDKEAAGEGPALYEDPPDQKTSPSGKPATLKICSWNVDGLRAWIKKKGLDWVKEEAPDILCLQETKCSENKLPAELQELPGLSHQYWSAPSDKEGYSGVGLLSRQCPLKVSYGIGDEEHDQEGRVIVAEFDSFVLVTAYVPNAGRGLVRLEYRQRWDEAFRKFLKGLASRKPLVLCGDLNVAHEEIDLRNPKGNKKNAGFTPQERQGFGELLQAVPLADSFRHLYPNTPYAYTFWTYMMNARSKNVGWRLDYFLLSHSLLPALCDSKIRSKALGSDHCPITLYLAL
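Endonuclease cleavage of a quenched abasic-site DNA duplex (50 nM) by APE1 (0.75 nM) was tracked by TAMRA dequenching. Compounds were preincubated with enzyme 15 min at room temperature; data normalized to buffer-only and DMSO wells plus NSC13755 control.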
The depositor's hits bear a star; ? = inconclusive; nt = not tested or not shown; & = joins results of further samples; [ ] = another dose, or the depositor's remark. Calls follow the shape of the dose curve; as a rule, active = well fitted curve in the direction sought with a large enough effect; inconclusive = small, poorly fitted or top-dose-only effect, or another doubt; inactive = no such curve, though single readings can be large; an effect the other way counts as inactive or inconclusive. Potency is read from the fitted curve at half-maximal effect.

SMILES	Pol iota inh	G9a block	POLK inh	Apoferritin bind	BAZ2B block	BLM inh	POLH inh	Pol beta inh	APE1 inh
CCOC(=O)C1CCCN(S(=O)(=O)c2ccc(OC)cc2)C1 (stereo unspecified)	-2%[58.9 µM]	24%[12.7 µM]	-6%	-7%	-1%	-2%	-12%	1%	-3%
COc1ccc(-c2csc3ncnc(N4CCN(c5cccc(C)c5C)CC4)c23)cc1	20%	-22%	-8%	-7%	-27%	-6%	-3%	11%	48%[activator]
CC(Oc1ccc(F)cc1)C(=O)Nc1cc(Cl)ccc1-n1cncn1 (stereo unspecified)	0%	24%[2.33 µM]	-4%	nt	14%	nt	-3%	nt	12%
COc1ccc(CCNC(=O)c2cc(C3CC3)nc3c2cnn3C(C)C)cc1OC	-19%	?	-9%	nt	-7%	nt	-1%	nt	-2%
COc1cccc(OC)c1-c1nn2c(-c3ccco3)nnc2s1	?	35µM*	-6%	-22%	5%	1%	-5%	?	8%
Cc1nn(C(C)C(=O)NCC2CCCO2)c(=O)c2cc3occc3n12 (stereo unspecified)	10%	14%[59 µM]	-2%	-6%	1%	-8%	3%	11%	0%
c1ccc2sc(C3CCN(Cc4nnnn4Cc4ccc5c(c4)OCO5)CC3)nc2c1	8%	-8%[59 µM]	-10%	-1%	5%	-2%	-20%	?	-5%
O=C(CSc1nnc(C2CCCCC2)n1Cc1ccccc1)NCc1ccco1	-2%	?	-18%	-13%	-9%	-4%	3%	-2%	-2%
CC(C)(C)C(=O)Nc1ncc(C(F)(F)F)cc1Cl	10%	17%[12.7 µM]	2%	-9%	0%	0%	-12%	3%	-3%
COc1ccc(NC(=O)CNC(c2ccccc2)c2ccccc2)cc1	3%	nt	2%	5%	79µM*	-3%	-20%	31%	-4%
CC(C)CC(=O)Nc1ccc(Cl)c(-c2nc3ccccc3[nH]2)c1	13%	-5%[59 µM]	-2%	-19%	-5%	-2%	nt	25%	nt
C/C=C(\C)c1nnc(NC(=O)OCC)s1	13%	?	0%	9%	10%	-6%	-6%	2%	4%
COc1ccc(C(=O)OCC(=O)NC2CC2)cc1[N+](=O)[O-]	31%	-9%[59 µM]	3%[60.1 µM]	18%	3%	4%	0%	-16%	2%
COC(=O)CN1C(=O)C(C)(C)Oc2ccc(C(=O)NC3CC3)cc21	-10%	-20%[12.7 µM]	2%	3%	-24%	-1%	-13%	-1%	-2%
CN(CC(=O)NCc1ccccc1)S(=O)(=O)c1cnc[nH]1	-4%	-23%	-3%	1%	-4%	-3%	13%	2%	7%
COc1ccc(-c2c[n+](CC(=O)N3c4ccccc4Sc4ccccc43)c3n2CCC3)cc1	-30%[58.9 µM]	?	0%	2%	-6%	-1%	-8%	0%	0%
CCc1ccc(OCC(O)CN2CCN(c3ccccc3)CC2)cc1 (stereo unspecified)	-6%&-22%	-15%[59 µM]	-16%&-7%	-11%	?	-1%	-19%&-18%	29%	7%
COc1ccc(N2CCN(C(=O)c3c(-c4ccccc4)noc3C)CC2)cc1	0%	?	-6%	-2%	-29%	1%	-5%	2%	-1%
N#CNC(=Nc1ccc(F)cc1)SCc1ccccc1	?	0%	-1%	0%	-3%	0%	3%	41%	-5%
CC(C)(C)c1ccc(-c2cn(-c3ccc(Br)cc3)c3[n+]2CCCS3)cc1	47%[activator]	2%	-4%	-11%	-16%	2%	-6%	6%	-1%
COC(=O)c1sc(NC(=S)NC(=O)c2cccc(Br)c2)nc1C	5%	33%	0%	-2%	6%	-6%	-17%	-4%	9%
CC(=O)c1cc(-c2ccccc2)n(CCC(=O)NC2CCCCCCC2)c1C	-13%	1%[59 µM]	-11%	-7%	50µM*	0%	-28%	10%	-8%
COc1cc(OC)c(OC)cc1NC(=O)CC1COc2ccccc2O1 (stereo unspecified)	-2%	-1%[59 µM]	-1%	-8%	-5%	1%	4%	5%	-9%
O=C(Nc1cccc(Cl)c1)N1CCCC1	33%[activator]	-2%[12.7 µM]	-3%	-12%	7%	-2%	-3%	23%	-1%
CC(C)(C)c1ccc(C(=O)N2CCN(CCNC(=O)C(=O)NCc3ccc(Cl)cc3)CC2)cc1	22%	?	-16%	-16%	-28%	-7%	-7%	6%	18%

Part of the list above with just POLH inh, BLM inh and Apoferritin bind:
SMILES,POLH inh,BLM inh,Apoferritin bind
O=C(Nc1cccc(Cl)c1)N1CCCC1,-3%,-2%,-12%
CC(Oc1ccc(F)cc1)C(=O)Nc1cc(Cl)ccc1-n1cncn1 (stereo unspecified),-3%,nt,nt

Next entries:
SMILES	Pol iota inh	G9a block	POLK inh	Apoferritin bind	BAZ2B block	BLM inh	POLH inh	Pol beta inh	APE1 inh
CCCOc1ccc(C2=NNC(=O)CC2)cc1	-11%	-1%	-6%	6%	-4%	2%	-9%	2%	2%
Cc1cc(C)c(S(=O)(=O)Nc2ccc(-c3ccc(N4CCCCCC4)nn3)cc2)cc1C	-9%	9%[59 µM]	-12%[60.1 µM]	-10%	-11%	-3%	-17%	-17%	nt
O=C(CN1C(=O)c2ccccc2S1(=O)=O)Nc1ccc(S(=O)(=O)Nc2ncccn2)cc1	-20%	2%[59 µM]	-15%	nt	-6%	nt	-8%	nt	-5%
O=[N+]([O-])c1ccc(C2CN=C(Nc3ccccc3)S2)cc1 (stereo unspecified)	12%	45µM*	-4%	?	?	-9%	-17%	2%	-3%
CC(C)CCC(CC(C)O)C(=O)NNC(=S)Nc1ccccc1 (stereo unspecified)	13%	3%	-13%	-1%	-3%	2%	-17%	7%	4%
O=C1CC(c2ccc(S(=O)(=O)Nc3cc(C(F)(F)F)cc(C(F)(F)F)c3)cc2)CN1 (stereo unspecified)	19%	-31%[59 µM]	-11%	?	0%	-3%	-14%	-9%	8%
Cn1c(=O)oc2cc(S(=O)(=O)NCCC(=O)NCCc3ccccc3)ccc21	-6%	4%[59 µM]	-5%	-7%	8%	1%	2%	6%	6%
Cc1ccc(NC(=O)c2c(C)nc3sc(C(=O)Nc4ccc(F)cc4)c(N)c3c2-c2ccc(Cl)cc2)c(C)c1	25%	9%[59 µM]	-3%	-11%	6%	-13%	-15%	-12%	nt
COc1ccc(-c2nnc(NC(=O)c3ccco3)s2)cc1	0%	19%	-15%	12%	?	-18%	-3%	14%	-8%
CNS(=O)(=O)c1cccc(C(=O)OCC(=O)NC2CCCC(C)C2C)c1 (stereo unspecified)	24%	nt	-4%	nt	nt	nt	-24%	nt	6%
Cc1ccc(S(C)(=O)=NS(=O)(=O)c2cccc3nsnc23)cc1 (stereo unspecified)	0%	41%[59 µM]	0%	5%	-11%	-7%	6%	-6%	0%
Cc1cc(NC(=O)CCC(=O)N(Cc2ccco2)C2(C(=O)NC3CCCCC3)CCCCC2)no1	44%[activator]	-5%	-5%	-2%	-16%	-5%	1%	48%	-15%
C=CCc1cccc(/C=N/NC(=O)CNc2ccccc2OC)c1O	-4%	-1%	-18%[60.1 µM]	?	-10%	-18%	-13%	18%	-4%
Cc1cc(N=Cc2c(O)n(-c3cccc(C(F)(F)F)c3)c(=O)c3ccccc23)no1	7%	4%[59 µM]	-13%	3%	-2%	-13%	-18%	19%	17%
CCOC(=O)C1CCC(CN(Cc2ccc(Cl)cc2)S(=O)(=O)c2ccc(F)c(C(=O)Nc3cccc(F)c3)c2)CC1 (stereo unspecified)	21%	1%[59 µM]	8%[60.1 µM]	5%	1%	-8%	-11%	1%	nt
c1csc(-n2nc3ccccc3n2)c1	18%	13%	-8%	-17%	14%	0%	-22%	9%	19%
O=C(c1cc(COc2c(F)cccc2F)on1)N1CCc2ccccc2C1	?	202%[activator]	-23%	?	18%	-7%	-19%	7%	-1%
Clc1cccc(-c2nc(NCCN3CCOCC3)c3ccccc3n2)c1	12%	14%[12.7 µM]	1%	-13%	-22%	2%	-3%	-10%	-3%
COc1cc(OC)c(N(C)C(=O)c2c(C)oc3ncnc(N4CCCCC4)c23)cc1Cl	-16%	-24%[59 µM]	4%	-9%	7%[57.1 µM]	1%	-5%	13%	nt
COCCn1c(SCc2ccc(F)cc2)nc2ccccc2c1=O	24%	186%[activator]	-10%	-5%	71%[activator]	-6%	-27%	0%	9%
CN(C)CCNC(=O)C(=O)NCC1OCCN1S(=O)(=O)c1ccc2c(c1)OCCO2 (stereo unspecified)	6%	16%	-4%	-8%	-10%	1%	-20%	20%	-9%
CCOCc1ccccc1Nc1ncnc2onc(-c3ccc(Cl)cc3)c12	28%	46%[activator][59 µM]	-7%	-10%	-2%	-5%	-16%	-3%	nt
O=C(Nc1cc(Cl)ccc1-n1cncn1)c1ccc(Br)o1	3%	56µM*	-5%	nt	0%	nt	0%	nt	15%
COc1ccc2[nH]c3c4c(ccc3c2c1)C(=O)C=CC4=O	32µM*	nt	-24%	4%	40µM*	-22%	?	-5%	-6%
CSc1nc(SCC(=O)NCc2ccco2)c2c3c(sc2n1)COC(C)(C)C3	-37%	?	-26%	?	nt	-7%	?	?	4%
CC1CCCN(CCCNC(=O)c2nn(C)c3c2CS(=O)(=O)c2ccccc2-3)C1 (stereo unspecified)	?	35%[activator]	-20%	-6%	-13%	-12%	-7%	-31%	60%[activator]
COc1ccc(-c2csc3ncnc(Nc4cc(OC)cc(OC)c4)c23)cc1	13%	25%[59 µM]	4%[60.1 µM]	34%[activator]	12%	-2%	-11%	-16%	nt

A second format for some results above:
SMILES,Pol iota inh,G9a block,POLK inh,Apoferritin bind,BAZ2B block,BLM inh,POLH inh,Pol beta inh,APE1 inh
O=[N+]([O-])c1ccc(C2CN=C(Nc3ccccc3)S2)cc1 (stereo unspecified),12%,45µM*,-4%,?,?,-9%,-17%,2%,-3%
c1csc(-n2nc3ccccc3n2)c1,18%,13%,-8%,-17%,14%,0%,-22%,9%,19%

Bioassay records from PubChem BioAssay.

The list is partial. The share of hits here may be higher or lower than overall.
